KCNH2 3.1 inh = blocks the human KCNH2 3.1 channel isoform; activity change, % (tested at about 1.8 µM); U2OS KCNH2 3.1, thallium flux FluxOr; stronger effect = lower value; 340,000 compounds, 0.95% hits; AID 720553;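 active means maximum activity change below -70%; inconclusive means maximum activity change from -70% to -50%; inactive means maximum activity change above -50%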;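 further: thallium influx rate constant from kinetic fluorescence after stimulation buffer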
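Measured as rate of thallium-driven FluxOr signal in transduced U2OS cells carrying the 3.1 channel, read kinetically for 2 min upon stimulation; values are rate constants scaled to DMSO control wells.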
B2AR arrestin = recruits beta-arrestin to the human beta2-adrenergic receptor; 330,000 compounds, 0.02% hits; P07550; Potency, µM (highest dose often 46.1 µM), inactives show top-dose activation, usual class: activators; beta-arrestin recruitment to beta2AR, cell-based reporter;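 further: potency means the concentration at half of the fitted maximal effect; 0% = DMSO controls and full agonism = EC100 isoproterenol or metaproterenol; nearly all actives have a fitted effect of over 65% in size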
Target sequence (P07550 whole entry, looked up): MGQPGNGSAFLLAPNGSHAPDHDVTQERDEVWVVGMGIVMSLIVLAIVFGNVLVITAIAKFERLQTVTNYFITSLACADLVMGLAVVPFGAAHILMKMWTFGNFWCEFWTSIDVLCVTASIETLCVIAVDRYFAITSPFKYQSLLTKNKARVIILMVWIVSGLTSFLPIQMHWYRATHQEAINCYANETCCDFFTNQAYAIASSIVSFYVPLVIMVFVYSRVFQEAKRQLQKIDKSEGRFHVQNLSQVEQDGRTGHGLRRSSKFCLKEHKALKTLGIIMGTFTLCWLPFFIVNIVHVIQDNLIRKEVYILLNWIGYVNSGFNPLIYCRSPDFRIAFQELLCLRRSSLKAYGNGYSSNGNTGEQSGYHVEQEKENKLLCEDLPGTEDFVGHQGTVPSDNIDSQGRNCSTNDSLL
uPA surface inh = blocks generation of uPA at the cell surface; cell surface uPA generation assay, qHTS; 330,000 compounds, 0.31% hits; AID 540303; Potency, µM (titrated, usually from 38.3 µM), without a hit: at the highest dose activity change, negative = inhibition, actives largely listed as inhibitors; active means well fitted inhibition curve with a large enough effect; inconclusive means small, poorly fitted or top-dose-only effect; inactive means no such curve, though single readings can be large or run the other way; tested in mouse RAW 264.7 cells; further: potency means the concentration at half of the fitted maximal effect; nearly all actives have a fitted effect of over 55% in size
hERG WT inh = KCNH2 (human, wildtype) channel inhibition; Q12809; U2OS, BacMam KCNH2, thallium flux FluxOr; stronger effect = lower value; activity change, % at 1.84 µM; 340,000 compounds, 0.37% hits; AID 720551;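 active means maximum activity change below -70%; inconclusive means maximum activity change between -70% and -50%; inactive means maximum activity change above -50%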
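U2OS cells were transduced with wild-type KCNH2 virus (2.03 x 10^8 / mL) for 4 h at room temperature, then cultured overnight at 37 C. Thallium flux was read with FluxOr dye. Rate constants were normalized to DMSO controls.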
Eya2 phos inh = blocks the phosphatase activity of human Eya2 | O00167 | recombinant Eya2, OMFP fluorescence dephosphorylation (OMFP is methylfluorescein phosphate) | Potency, µM (doses to about 76.9 µM), for inactives: top-dose activity, negative = inhibition, most hits filed as inhibitors | 330,000 compounds, 0.006% hits | AID 488837; further: potency means the concentration at half of the fitted maximal effect
Target sequence (O00167 whole entry, looked up): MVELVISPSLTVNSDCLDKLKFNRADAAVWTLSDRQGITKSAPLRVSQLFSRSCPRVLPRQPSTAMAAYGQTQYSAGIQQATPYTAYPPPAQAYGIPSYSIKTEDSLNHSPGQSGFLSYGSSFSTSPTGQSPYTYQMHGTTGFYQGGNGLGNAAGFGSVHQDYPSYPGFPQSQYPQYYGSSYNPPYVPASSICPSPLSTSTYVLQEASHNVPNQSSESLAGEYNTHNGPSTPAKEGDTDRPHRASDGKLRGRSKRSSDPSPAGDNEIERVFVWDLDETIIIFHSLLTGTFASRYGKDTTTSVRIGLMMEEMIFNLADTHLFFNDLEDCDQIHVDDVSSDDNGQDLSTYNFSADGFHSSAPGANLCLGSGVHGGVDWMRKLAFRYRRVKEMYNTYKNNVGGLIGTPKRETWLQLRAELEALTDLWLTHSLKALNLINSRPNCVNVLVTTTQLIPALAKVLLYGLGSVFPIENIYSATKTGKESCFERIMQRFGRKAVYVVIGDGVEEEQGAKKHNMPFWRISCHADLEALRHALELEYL
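Eya2 protein (added as 0.2 uM solution) was preincubated with compound for 10 min at ambient temperature in 50 mM HEPES pH 7.5, 50 mM NaCl, 5 uM MgCl2, 0.05% BSA, 1 mM DTT. OMFP (added at 50 uM) then reacted 10 min; fluorescence read at 485/525 nm.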
Giardia kill = Giardia lamblia killing; 340,000 compounds, 0.15% hits; activity change, % at 7.66 µM, hits read low; Giardia lamblia trophozoite viability; in the data active means activity change below about -80%; inconclusive means between about -30% and that limit;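 further: parasites exposed to compound for two days anaerobically before the ATP read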
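Killing of trophozoites was scored by loss of ATP luminescence after a 48 hrs anaerobic exposure to compounds at 37 deg C, using 100 cells per well.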
USP2a block = blocks human ubiquitin-specific protease USP2a; O75604; USP2 core, Ub-CHOP2 coupled fluorogenic reporter, 485/531; Potency, µM (doses to about 38.3 µM), for the others: at the highest dose activity change, negative = inhibition, actives largely listed as inhibitors; 330,000 compounds, 0.01% hits;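 further: potency means the concentration at half of the fitted maximal effect; plate controls were DMSO wells for no effect and full inhibition by NEM control for full effect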
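Cell-free coupled assay: 10nM USP2 core preincubated 30min RT with compound in Tris-HCl pH 8.0/CaCl2/CHAPS buffer, then 25nM Ub-CHOP2 and 25nM reporter substrate; fluorescence (Ex 485/Em 531) read after 60min RT, normalized to NEM inhibition, concentration-response curves fitted.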
BCR signal inh = chronic active BCR signaling inhibition; ABC-DLBCL IkBa-CBG/CBR reporter, luminescence ratio, 4 h; Potency, µM (doses to about 46.1 µM), without a hit: top-dose ratio change, negative = lower green/red ratio, most hits filed as inhibitors; 340,000 compounds, 0.05% hits; AID 493014; active means well fitted inhibition curve with a large enough effect in the signal ratio, with a control signal flat, not every such curve was filed as active; inconclusive means small, poorly fitted or top-dose-only effect, or effect the other way, or a change in a side signal; the % refers to the signal ratio;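 further: potency means the concentration at half of the fitted maximal effect; plate controls were basal doxycycline-induced cells for no effect and cells given 10 µM MG132 for full effect; MG132 reads +100%, hits lower the ratio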
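Cell line TMD8 (human ABC DLBCL), stably expressing tet-inducible CBG68-IkBa fusion and CBR; IMDM/0.5% FBS; cpd up to 46 uM; dox induction, 4 h, 37C/5% CO2; dual luminescence; green/red ratio; MG132 control.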
GALK inhibitor = blocks human galactokinase activity | P51570 | Purified GALK, Kinase-Glo residual ATP luminescence | Potency, µM (series often up to 57.5 µM), for the others: top-dose activity change, negative = inhibition, actives largely listed as inhibitors | 270,000 compounds, 0.007% hits; further: potency means the concentration at half of the fitted maximal effect
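5 nM enzyme, 35 uM ATP, 100 uM galactose, 20 mM HEPES pH8.0, 5 mM MgCl2; 1 h RT; residual ATP by Kinase-Glo Plus luminescence, qHTS format.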
FBPA coupling cs = counter-screen for Giardia aldolase inhibitors: coupling enzyme system. coupling enzyme system counterscreen, AmpLite Red fluorescence. activity change, negative = inhibition, % at 58.2 µM, hits read low. 290,000 compounds, 0.67% hits; in the data active means activity change below about -30%
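Coupling enzymes only (glyceraldehyde-3-phosphate) + compound, at 57.5 uM final, 10 min RT; add substrate/coupling/AmpLite Red mix, 20 min RT; fluorescence ex 525/em 598 nm. Actives flag coupling-system interference.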
PKM2 act = increases activity of human pyruvate kinase M2; Potency, µM (highest dose often 57.5 µM), for inactives: at the highest dose activation, hits mostly activators; purified PKM2, Kinase-Glo ATP luminescence, activation; response scale: 0% is enzyme alone, no compound; AID 1631; 260,000 compounds, 0.34% hits; further: potency means the concentration at half of the fitted maximal effect; nearly all actives have a fitted effect of over 55% in size
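hPK-M2, >95% pure; 0.1 mM ADP / 0.5 mM PEP final; imidazole pH7.2 buffer w/ 7 mM MgCl2, 50 mM KCl; 1 h RT; Kinase-Glo lum. Intermediate enzyme activity for dual inhibitor/activator qHTS.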
* marks the source's active call; other numbers are inactive results; i = inactive; ? = inconclusive; nt = not tested or not shown; [ ] = dose if it differs, or a comment. Unless noted, the call rests on the fitted dose curve; in most records, active means well fitted curve in the direction sought with a large enough effect; inconclusive means small, poorly fitted or top-dose-only effect, or another doubt; inactive means no such curve, though single readings can be large; an effect the other way counts as inactive or inconclusive. Unless noted, on the % scale 0 is the no-effect control and ±100 the full control effect.

SMILES	KCNH2 3.1 inh	B2AR arrestin	uPA surface inh	hERG WT inh	Eya2 phos inh	Giardia kill	USP2a block	BCR signal inh	GALK inhibitor	FBPA coupling cs	PKM2 act
CCOC(=O)CNC(=S)N(CCCN1CCCCC1)Cc1cccs1	-10	0.0%	-5%	25	-19%	1	1%	2%	4%	0	-4%
O=C(Nc1ccccc1F)c1ccc2snnc2c1	-4	0.0%	1%	1	-6%	13	-1%	?	0%	0	-24%
CC(NC(=O)CCSCCC(=O)NC(C)c1ccccc1)c1ccccc1 (configuration not stated)	-3	-0.3%	4%	-2	3%	9	0%	1%	1%	2	15%
COc1ccc(CCNC(=O)c2ccccc2NC(=O)CN2CCN(c3ccccc3O)CC2)cc1	12	0.3%	15%	-6	-9%	5	1%	?	nt	nt	nt
Cc1cc(C)nc(NC2=NCCN2C(=O)NC2CCCCC2)n1	-34	-0.7%	7%	0	-20%	0	3%	6%	-2%	6	7%
COc1ccc2oc(=O)cc(CN(C)Cc3ccccc3)c2c1	6	8.6%	-5%	3	1%	35[activator]	-1%	-7%	0%	0	4%
O=S1(=O)N[C@@H](CC2CCCCC2)COc2cc(Br)ccc21	-35	-0.2%	1.6µM*	-14	-4%	-16	0%	6%	nt	nt	nt
O=C(NCc1ccc(Cl)cc1)C1CCN(C(=O)c2ccc(Cl)cc2)CC1	-13	0.0%	-20%	35	21%	1	0%	5%	nt	nt	nt
COC(=O)c1c(NC(=O)c2ccco2)sc(C(=O)N2CCCC2)c1C	3	-0.7%	-5%	-1	4%	9	1%	-14%	8%	3	-4%
Cc1onc(-c2ccccc2)c1C(=O)NCCc1c[nH]c2ccccc12	5	0.1%	2%	-8	4%	-12	0%	0%	-1%	-2	-5%
COc1cccc(N/C=C/C(=O)c2ccc(C)cc2)c1	-2	0.4%	8.9µM*	8	-1%	-10	-2%	?	8%	5	-21%
CC1(C)OC(=O)CC1C(=O)NCc1ccccc1 (configuration not stated)	1	-0.1%	4%	2	12%	-10	4%	?	0%	-3	-16%
CCc1nnc(NS(=O)(=O)c2ccccc2)s1	2	?	1%	9	-1%	-7	0%	1%	-7%	-2	1%
CN(C)S(=O)(=O)c1ccc(Cl)c(C(=O)OCC(=O)NC(=O)NC2CCCC2)c1	11	-0.2%	-6%	20	-10%	-5	5%	-6%	nt	nt	nt
CC(C)CC(=O)Nc1ccc(F)c(Cl)c1	-4	0.1%	nt	12	14%	20	4%	0%	10%	-2	-1%
OCCCC1CCCCN1Cc1nc(Cc2ccccc2Cl)no1 (configuration not stated)	-9	-0.4%	2%	-2	-1%	0	-3%	-1%	12%	2	5%
CC(C)(C)NC(=O)CN1CCCN(C(=O)c2cccc(S(=O)(=O)N3CCc4ccccc43)c2)CC1	-10	-1.5%	?	-4	-26%	28	-10%	-4%	nt	nt	nt
CCOc1ccc(S(=O)(=O)NCCC(=O)NCCc2ccc(OCC)c(OCC)c2)cc1	-3	0.4%	12%	-4	-20%	-22	0%	?	nt	nt	nt
Clc1ccc(/C=N/N2CCN(Cc3ccccc3Cl)CC2)cc1	-18	-0.4%	4%	i	-9%	-5	0%	0%	12%	-1	1%
Cc1cc2ccccc2nc1SCC(=O)N1CCCC1	-10	-1.0%	nt	15	13%	-20	-1%	1%	4%	4	-3%
O=C(O)CCS(=O)(=O)c1cccc2cccnc12	0	0.2%	4%	0	-14%	?	0%	1%	3%	1	-3%
O=C(NCc1n[nH]c(=S)n1-c1cccc(C(F)(F)F)c1)c1ccc(S(=O)(=O)N2CCCC2)cc1	-4	-1.0%	6%	nt	-4%	-8	-1%	0%	1%	1	-2%
CCCOc1ccc(NC(=O)CC2Nc3ccccc3NC2=O)cc1 (configuration not stated)	-4	0.6%	10%	-2	-22%	-2	2%	0%	0%	0	-6%
Cc1ccc(NCc2n[nH]c(=S)n2-c2cccc(Cl)c2)cc1	-6	-0.2%	2%	-6	0%	13	2%	4%	5%	3	-3%
CC(C)C(OC(=O)c1cc2sccc2n1C)C(=O)NCC1CCCO1 (configuration not stated)	-17	5.5%	1%	5	5%	24	-6%	-1%	2%	2	1%
Further entries
SMILES	KCNH2 3.1 inh	B2AR arrestin	uPA surface inh	hERG WT inh	Eya2 phos inh	Giardia kill	USP2a block	BCR signal inh	GALK inhibitor	FBPA coupling cs	PKM2 act
COc1ccc(Nc2ccc([N+](=O)[O-])cn2)cc1	15	0.0%	2%	-3	-23%	-13	7%	?	-5%	0	-1%
COC(=O)CCCNC(=O)c1ccc2nc(Cc3ccc(OC)cc3)oc2c1	-21	-0.5%	5%	-5	4%	13	0%	-1%	5%	4	2%
O=C(CNc1ccc(F)cc1)N/N=C/c1c(O)ccc2ccccc12	9	0.3%	?	1	3%	-26	6%	-9%	-3%	-2	nt
Cc1ccc(-c2noc(CCC(=O)NCC3CCCO3)n2)cc1 (configuration not stated)	18	0.1%	nt	7	-12%	26	2%	?	-2%	4	3%
C/C(=N\NC(=O)C(O)(c1ccccc1)c1ccccc1)c1ccc(NC(=O)CCCC(=O)O)cc1	8	-0.8%	-2%	-1	-1%	-4	-1%	0%	-7%	-10	0%
O=C(CSc1nnc(C2CC2)n1Cc1ccco1)NCC(F)(F)F	-11	-0.1%	0%	0	6%	4	0%	2%	0%	-1	3%
COc1ccccc1OCc1ccc(C(=O)N2CCOCC2)o1	-1	0.1%	1%	-1	3%	10	1%	?	nt	2	5%
CCOC(=O)c1ccc(N/C=C2\CCCCC2=O)cc1	2	-1.1%	1%	-9	36%	-13	-1%	?	0%	-11	-5%
O=C(c1cccc(C(F)(F)F)c1)N1CCC(O)(CS(=O)(=O)Cc2ccccc2)CC1	-11	0.9%	1%	-12	0%	1	-1%	6%	1%	0	-2%
Nc1ccc(Nc2ccccc2)c(S(=O)(=O)O)c1	9	-0.9%	0%	-5	15%	-3	2%	6%	-2%	-3	1%
O=C(CSc1nnc(-c2n[nH]c3ccccc23)n1-c1ccccc1)Nc1ccccc1Cl	-2	2.7%	-15%	12	-7%	9	0%	?	0%	-1	-9%
Cc1cc(NC(=O)CSc2nc(=O)cc(N)n2-c2ccc(Cl)cc2)no1	0	-0.1%	3%	0	-10%	9	-1%	?	6%	2	1%
CCN(CC)c1ccc(/C=C2\CCC(/C=C(\C#N)C(=O)Nc3ccccc3F)=C2N2CCOCC2)cc1	5	-0.5%	-10%	12	5%	-6	5%	?	7%	0	-15%
COc1ccc2nc(SCCN(C)C)[nH]c2c1	12	-0.3%	?	5	-6%	-1	-2%	-1%	11%	1	1%
C[C@H](NC(=O)OCc1ccccc1)C(=O)N[C@@H](Cc1c[nH]c2ccccc12)C(=O)O	-5	0.0%	3%	15	4%	-9	0%	-2%	nt	nt	nt
COC(=O)c1[nH]c2cc(OC)c(OC)cc2c1NC(=O)CN1C[C@H]2C[C@@H](C1)c1cccc(=O)n1C2	-6	0.0%	4%	6	22%	-10	2%	-16%	nt	nt	nt
COc1ccccc1-c1nc(S(=O)(=O)c2ccccc2)c(N2CCCCC2)o1	-6	0.4%	2%	5	2%	-1	-1%	?	-2%	-3	nt
CCc1cc2c(SCC(=O)O)ncnc2s1	5	-0.3%	nt	-2	0%	6	0%	4%	1%	7	0%
c1ccc(NC2=NCCN2CC2CCC2)cc1	-32	-0.1%	5%	7	3%	-13	2%	0%	nt	nt	nt
CCOC(=O)C1=C(C)N=c2s/c(=C\C(=O)OC)c(=O)n2C1c1ccc(OC)cc1 (configuration not stated)	7	-0.3%	-3%	0	-12%	10	2%	-5%	-2%	-1	9%
Cc1cc(C(=O)Nc2ccccc2N2CCCCC2)no1	-13	0.4%	5%	-2	?	-3	0%	8%	-1%	-2	0%
CCOc1ccc2nc(SCC(=O)NCc3ccc4c(c3)OCO4)[nH]c2c1	-6	-0.2%	nt	-8	-6%	-3	-1%	?	-2%	-2	25%
COc1ccc(CN(C)C(=O)c2cccc(Oc3ccccc3)c2)c(OC)c1OC	-5	-0.4%	6%	-3	0%	6	-4%	7%	8%	0	1%
COCCOCCn1cnc2ccccc21	15	0.8%	3%	-3	-9%	-2	2%	7%	0%	4	1%
CN(C(=O)COC(=O)c1ccc2c(c1)OCO2)c1c(N)n(Cc2ccccc2)c(=O)[nH]c1=O	-4	0.0%	-1%	13	-22%	0	0%	-4%	nt	nt	nt
Cc1ccc(NC(=O)C(C)OC(=O)CCN=C2NS(=O)(=O)c3ccccc32)cc1 (configuration not stated)	-2	-0.1%	10%	3	13%	13	-1%	-13%	nt	nt	nt
C[C@@H]1CC2OC(=O)[C@@]3(C)C(=O)CC[C@@](C)(C23)[C@@]1(O)CCc1ccoc1 (some centres not stated)	-8	-0.1%	6%	-3	2%	-9	1%	1%	nt	2	nt
Cn1c(=O)c2c(nc(NCCNC(=O)c3ccco3)n2Cc2ccc(Cl)cc2Cl)n(C)c1=O	15	-0.2%	16%	-28	-1%	-12	3%	-1%	2%	2	6%
